D2 agonist: activates the human D2 dopamine receptor. HEK293 T-REx D2 cells, calcium flux agonist mode. 0.53% of 340,000 active. P14416. activation, % at 2 µM;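 active = activation over 3 SD above normal in the single-dose calcium agonist read, cut at about 30% in these data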; note: 0% is about no effect
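HEK293 Trex D2 cells, tetracycline-induced, o/n 30 C 5% CO2; no-wash Ca dye, RT 30–90 min; 10-cycle baseline, 23 nl cpd added, kinetic Ca read 180 s; agonist hits = positive Ca response.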
D1 agonist: agonists of human D1 dopamine receptor. P21728. HEK293 T-REx D1 cells, calcium flux, agonist mode. activation, % at 2 µM. 1% of 360,000 active. AID 504660; in the data active = activation above about 30%; note: 0% is about no effect
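Agonism was scored from calcium flux recorded over 180 s (1 read/s) after pintool compound addition, following a 10-cycle baseline. Cells were inducible force-coupled HEK293 TREx D1, plated overnight at 30 C and loaded with no-wash calcium dye.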
RXFP1 agonist: RXFP1 (human) receptor agonism | Q9HBX9 | Potency, µM (titrated, usually from 57.5 µM), for inactives: at the highest dose activation, actives largely listed as activators | 0.3% of 370,000 active | HEK293T-RXFP1 cAMP TR-FRET, 30 min; response scale: percent of porcine relaxin response, buffer zero; active = well fitted activation curve with a large enough effect; note: potency is the fitted concentration of half-maximal effect; % is set by controls: 0 for no effect and ±100 for the full control effect; nearly all actives have a fitted effect of over 60% in size; many of its hits are not listed in these tables
Target sequence (Q9HBX9 whole entry, looked up): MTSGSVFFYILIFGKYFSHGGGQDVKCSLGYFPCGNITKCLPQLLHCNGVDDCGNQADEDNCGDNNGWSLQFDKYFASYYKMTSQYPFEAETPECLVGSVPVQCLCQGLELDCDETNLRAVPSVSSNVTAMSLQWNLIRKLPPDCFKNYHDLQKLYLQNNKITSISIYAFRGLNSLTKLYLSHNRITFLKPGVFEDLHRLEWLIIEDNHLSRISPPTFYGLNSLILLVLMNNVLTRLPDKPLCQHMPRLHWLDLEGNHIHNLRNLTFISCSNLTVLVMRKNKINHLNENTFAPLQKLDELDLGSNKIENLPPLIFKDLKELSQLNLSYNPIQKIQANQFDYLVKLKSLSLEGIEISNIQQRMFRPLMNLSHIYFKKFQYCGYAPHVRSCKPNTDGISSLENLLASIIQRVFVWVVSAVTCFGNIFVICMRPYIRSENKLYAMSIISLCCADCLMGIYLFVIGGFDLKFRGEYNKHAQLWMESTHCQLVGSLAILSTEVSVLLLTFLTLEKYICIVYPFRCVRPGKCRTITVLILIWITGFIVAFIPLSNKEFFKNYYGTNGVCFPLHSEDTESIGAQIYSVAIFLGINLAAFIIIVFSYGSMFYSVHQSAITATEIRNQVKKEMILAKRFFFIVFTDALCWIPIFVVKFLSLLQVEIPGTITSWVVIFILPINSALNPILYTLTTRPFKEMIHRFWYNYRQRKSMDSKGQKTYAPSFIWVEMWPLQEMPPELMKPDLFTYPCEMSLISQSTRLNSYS
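HEK293 cells stably expressing RXFP1, treated 30 min at 37C with compounds plus PDE4 inhibitor Ro 20174; cAMP measured by HTRF TR-FRET. Normalized to buffer and 29 nM porcine relaxin; EC50 by Hill fit.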
D2 antagonist: D2 dopamine receptor (human) antagonism | P14416 | HEK293 TREx D2 cells, calcium flux, dopamine EC80 | inhibition, % at 10 µM | 2% of 340,000 active | AID 485344; in the data active = inhibition above about 30%; note: 0% is about no effect
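Antagonism is scored as inhibition of an EC80 dopamine-evoked calcium signal in a force-coupled, tetracycline-inducible HEK293 T-REx D2 line, with compound present 180 s before agonist.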
D1 antagonist: blocks dopamine activation of the human D1 receptor. P21728. HEK293 TREx D1 cells, calcium flux, dopamine EC80; active compounds read low. activity change, negative = inhibition, % at 10 µM. 3.2% of 360,000 active. AID 504652; in the data active = activity change below about -30%; note: % is set by controls: 0 for no effect and ±100 for the full control effect
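Cells carrying a force-coupled, tetracycline-inducible human D1 receptor report calcium flux. Each well gets a 10 s baseline, compound with 180 s monitoring, then an EC80 dopamine stimulus with a second 180 s kinetic read.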
D1 PAM: potentiators of human D1 dopamine receptor; HEK293 TREx D1 cells, calcium flux, dopamine EC20 potentiation; potentiation, % at 10 µM; AID 504651; 0.036% of 360,000 active; in the data active = potentiation above about 30%; note: 0% is about no effect
D2 potentiator: positive allosteric modulators of human D2 dopamine receptor; AID 485347; P14416; HEK293 T-REx D2, calcium flux, EC20 dopamine potentiation; potentiation, % at 10 µM; 0.34% of 340,000 active;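 active = potentiation over 3 SD above the plate norm, cut at about 30% in these data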; note: 0% is about no effect
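Calcium flux readout, no-wash dye, 1 read/s. Inducible HEK293 Trex D2 line, overnight 30 C. Compound alone 180 s (agonist flags), then EC20 dopamine, another 180 s to score potentiation.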
RXFP1 antag: antagonists of human relaxin receptor RXFP1. Q9HBX9. HEK293-RXFP1, relaxin-stimulated cAMP HTRF, 30 min; active compounds read low. activity change, negative = inhibition, % at 57.5 µM. 0.59% of 350,000 active. AID 1259400;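 active = activity change of -60% or lower, but not beyond a set lower limit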; note: % is set by controls: 0 for no effect and ±100 for the full control effect
TRHR PAM: allosterically enhances the human TRH receptor; P34981; TRHR cells, fluo-8 calcium fluorescence, EC20 TRH enhancement; enhancement, % at 2 µM; 0.66% of 360,000 active; AID 493056; in the data active = enhancement above about 30%; note: 0% is about no effect
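TRHR-expressing cells loaded with fluo-8 calcium dye were read kinetically (ex 480/em 530) during compound addition, then stimulated with an EC20 of TRH (10 nM final). Enhancement of the Gq-mediated intracellular calcium response was scored.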
An asterisk follows results filed as active; . = no result given. These rows are one share of the data, so the mix of outcomes need not match the whole.

SMILES	D2 agonist	D1 agonist	RXFP1 agonist	D2 antagonist	D1 antagonist	D1 PAM	D2 potentiator	RXFP1 antag	TRHR PAM
COc1cccc(-c2cn3ncsc3n2)c1	-0.8	2	-1.7%	.	-7	3	9	-26	-2
O=C(Nc1ccc(Oc2ccccc2)cc1)C1CCN(S(=O)(=O)c2ccc(Cl)cc2)CC1	-0.1	8	4.5%	.	-14	-4	-8	-27	3
O=[N+]([O-])c1ccc(OCc2n[nH]c(=S)n2-c2ccccc2)cc1	0.5	4	1.6%	-15	-4	-4	-2	-15	9
CCc1c(C)nc(SCC(=O)Nc2ccc(Br)cc2)[nH]c1=O	-1.3	4	0.0%	-5	10	5	-12	.	1
COc1ccccc1Nc1nc(-c2sc(NC(=O)c3ccc([N+](=O)[O-])cc3)nc2C)cs1	0.8	2	2.1%	8	1	-5	-12	.	5
CC(=O)N1CCN(C(=O)CCN(c2ccccc2)S(=O)(=O)c2ccc(C)cc2)CC1	0.4	0	0.0%	-21	-18	-10	-3	-3	18
O=C(COC(=O)/C=C/c1ccccc1[N+](=O)[O-])Nc1ccc(OCc2ccccc2)cc1	0.8	2	2.8%	18	-4	1	-2	5	2
Cc1ccc(C(=O)Nc2ccccc2OC(F)F)cc1	0.8	3	1.8%	-55	-11	-1	7	6	13
COc1ccccc1/C=C1\SC(=S)N(CC(=O)Nc2nnc(C)s2)C1=O	-0.4	0	-0.6%	10	-1	3	3	.	5
Cc1c(NC(=O)c2cc3ccccc3o2)c(=O)n(-c2ccccc2)n1C	-0.5	-2	0.0%	-6	2	9	4	-20	18
COc1ccc(CC(=O)NCCN2CCCC2)cc1	0.3	5	-0.8%	-8	20	-5	-4	4	-9
CN(C)c1ccc(C(CNC(=O)c2ccc(C(C)(C)C)cc2)N2CCOCC2)cc1 (configuration not stated)	.	0	0.6%	.	14	0	-5	-21	2
CCN1C(=O)N(C)[C@@H](c2ccccc2)C(C(=O)OC)=C1C	-0.3	4	7.6%	3	27	-1	12	.	-2
COC(=O)N(NC(=O)C(O)(C(C)C)C(C)C)c1ccccc1	0.9	1	1.0%	1	8	-3	-11	-1	-1
COC(=O)CCCCNC(=O)Nc1ccccc1	4.7	1	3.4%	25	-11	-5	2	11	-2
O=C(NCc1ccco1)/C(=C\c1ccco1)NC(=O)c1ccccc1Cl	0.9	6	1.6%	12	-21	.	5	-8	-1
COc1ccc(CNC(=O)CC2N=C3c4ccccc4N=C(SCC(=O)Nc4ccc(N(C)C)cc4)N3C2=O)cc1 (configuration not stated)	0.2	1	0.0%	.	7	6	-10	-1	3
Cc1[nH]c2ccccc2c1C(=O)CN1CC(C)CC(C)C1 (configuration not stated)	-0.9	0	0.2%	14	5	0	-3	-9	-2
CC(CCC(C)OC(=O)c1ccccc1C(=O)O)OC(=O)c1ccccc1C(=O)O (configuration not stated)	1.0	15	3.4%	13	7	-2	-1	3	-6
Cc1ccc(-c2nn(-c3ccccc3)cc2CN(Cc2ccccc2)C(=O)CCC(=O)O)o1	.	3	0.1%	.	5	9	-1	-4	0
CC(=O)Nc1ccc(C(=O)/C=C/c2ccco2)cc1	0.1	3	-0.2%	12	-77*	-5	4	.	-3
CC(C)(C)c1ccc(C(=O)N2CCCN(C(=O)c3ccc(C(C)(C)C)cc3)CC2)cc1	0.8	7	0.1%	-2	-27	-3	-3	-3	-4
Cc1cc(C)c(C)c(OCCOCCNCc2ccccc2)c1	0.1	33*	0.4%	25	-4	-3	-31	-17	3
COc1ncnc2c1oc1nc(C)c3c(c12)CC(C)(C)OC3	0.5	2	2.0%	18	-23	-6	10	-11	-4
CN(c1ccccc1)S(=O)(=O)c1cccc(NC(=O)c2nn(C)c(=O)c3ccccc23)c1	0.0	6	-1.6%	-7	-11	-5	23	-1	-10
Next part.
SMILES	D2 agonist	D1 agonist	RXFP1 agonist	D2 antagonist	D1 antagonist	D1 PAM	D2 potentiator	RXFP1 antag	TRHR PAM
COc1ccc(-c2cc(C)no2)cc1S(=O)(=O)NC(C)C	0.2	1	3.6%	.	5	0	1	4	-3
O=C(NCC(c1ccco1)N1CCCCC1)c1cccnc1 (configuration not stated)	0.2	1	0.0%	4	1	-4	2	7	5
CCCCCC(=O)N1CCCC1	0.6	3	0.6%	4	14	5	17	-14	10
Cc1cccc(NC(=O)COc2cccc3c2CCN(C)C3=O)c1	-0.2	12	-0.5%	1	8	-4	-5	-23	6
CCN(CC)CCNC(=O)C1CCN(S(=O)(=O)N2CCCCC2)CC1	0.6	2	0.5%	-17	11	-9	2	2	-1
O=C(OCCCN1C(=O)c2ccccc2C1=O)c1ccco1	0.3	-1	-0.2%	1	13	-2	20	4	4
Cc1ccc(NC(=O)CCCN2C(=O)COc3ccc(C)cc32)c(Cl)c1	-1.1	1	0.1%	.	7	0	4	0	9
CCOc1cc(/C=N/n2nnnc2N)ccc1OCc1c(C)no[n+]1[O-]	1.2	2	5.3%	-17	-4	0	-24	0	-1
CC(NC(=O)c1ccc(F)cc1Cl)C1CC2CCC1C2 (configuration not stated)	-1.2	2	0.1%	5	3	-1	-3	-5	1
CC(C)(C)c1ccc(CN2C(=O)c3ccccc3S2(=O)=O)cc1	-0.8	14	-1.0%	7	5	-2	-7	-5	0
Cc1cnc(C(=O)OCC(=O)Nc2ccc(Cl)cc2)cn1	0.0	1	-0.9%	5	4	-7	1	4	-1
CC(=O)Nc1ccc(S(=O)(=O)N(CC(=O)Nc2cc(C)on2)Cc2ccc(F)cc2)cc1	1.5	1	0.8%	-8	-21	-11	7	1	8
CNc1snc(C)c1C(=O)OCC(=O)c1ccc(OC)c(F)c1	-1.0	4	1.9%	14	-21	2	-8	1	7
CCc1cccc(C)c1NC(=O)COC(=O)CNC(=O)c1cccs1	-0.6	0	-0.8%	-12	-5	2	6	-16	4
Cc1ccc(S(=O)(=O)N2CCCCC2)cc1C(=O)NC1CC(C)(C)NC(C)(C)C1	0.8	0	0.5%	2	6	-7	-1	-7	-3
CN1CCN(C(=O)C2CC(c3ccc(F)cc3)=NO2)CC1 (configuration not stated)	-0.9	5	0.7%	-4	-2	.	18	.	5
Cc1cc(Nc2ccc(F)cc2Cl)n2nc(C)nc2n1	-0.7	1	2.0%	5	-24	.	-6	-1	-2
O=C1COc2ccc(S(=O)(=O)Nc3ccc(OC(F)(F)F)cc3)cc2N1	1.9	13	2.3%	-10	2	8	-9	-5	-1
Cc1ccc(S(=O)(=O)N(C)C)cc1NC(=S)N1CCc2ccccc21	2.3	0	0.4%	55*	-9	-8	-28	-6	6
S=C(NCCCn1ccnc1)Nc1ccc(Cl)cc1Cl	0.0	0	-0.5%	20	.	-5	-8	-16	3
O=C(Nc1ccc(F)c([N+](=O)[O-])c1)c1ccc2c(c1)C(=O)OC2=O	0.3	1	0.9%	-14	-1	0	8	.	15
CC(C)(C)c1ccc(C(=O)NCCCNC(=O)c2cccnc2)cc1	-0.2	3	1.5%	1	-6	-2	-10	-1	8
CCCc1ccc(OCC(=O)Nc2cc(S(=O)(=O)CC)ccc2O)cc1	0.4	15	-2.0%	2	-14	-7	-13	-6	0
Cc1ccccc1OCC(=O)NCCCNC(=O)c1ccccn1	-0.7	0	-4.7%	-12	-7	4	1	-6	17
Cc1ccsc1C1Nc2ccccc2C(=O)N1O (configuration not stated)	0.7	0	0.4%	-2	-3	-6	-12	-13	16

Results in RXFP1 antag, RXFP1 agonist and D2 agonist (5 entries from above):
smiles | RXFP1 antag | RXFP1 agonist | D2 agonist
O=C1COc2ccc(S(=O)(=O)Nc3ccc(OC(F)(F)F)cc3)cc2N1 | -5 | 2.3% | 1.9
Cc1ccc(S(=O)(=O)N(C)C)cc1NC(=S)N1CCc2ccccc21 | -6 | 0.4% | 2.3
S=C(NCCCn1ccnc1)Nc1ccc(Cl)cc1Cl | -16 | -0.5% | 0.0
O=C(Nc1ccc(F)c([N+](=O)[O-])c1)c1ccc2c(c1)C(=O)OC2=O | . | 0.9% | 0.3
CC(C)(C)c1ccc(C(=O)NCCCNC(=O)c2cccnc2)cc1 | -1 | 1.5% | -0.2

Complete entries as entered above. Order of values: D2 agonist | D1 agonist | RXFP1 agonist | D2 antagonist | D1 antagonist | D1 PAM | D2 potentiator | RXFP1 antag | TRHR PAM
Profile of `O=C(NCC(c1ccco1)N1CCCCC1)c1cccnc1` (configuration not stated) → 0.2 | 1 | 0.0% | 4 | 1 | -4 | 2 | 7 | 5
Profile of `CC(=O)Nc1ccc(S(=O)(=O)N(CC(=O)Nc2cc(C)on2)Cc2ccc(F)cc2)cc1` → 1.5 | 1 | 0.8% | -8 | -21 | -11 | 7 | 1 | 8

Next part.
SMILES	D2 agonist	D1 agonist	RXFP1 agonist	D2 antagonist	D1 antagonist	D1 PAM	D2 potentiator	RXFP1 antag	TRHR PAM
Cc1ccc(N(CN2CCCC2=O)C(=O)c2ccc(OC(C)C)cc2)cc1	-0.7	2	-0.1%	15	7	8	-12	9	0
Cc1ccc(CN2CCC(n3nccc3NC(=O)c3ccc4c(c3)OCO4)CC2)o1	0.7	-1	0.8%	-13	-5	-1	-20	1	3
Cc1ccc(S(=O)(=O)NN/C(=N/S(=O)(=O)c2ccccc2)c2ccccc2)cc1	0.0	2	1.9%	0	-1	-10	7	0	-2
O=C(CCC(=O)c1ccc(F)cc1)NCc1ccccc1C(F)(F)F	0.2	1	0.2%	16	24	-5	-4	-15	8
CC1(C)Nc2ccccc2N(Cc2ccc([N+](=O)[O-])cc2)C1=O	1.8	1	1.2%	8	-11	-4	0	-1	16
COc1ccc(CN(C)Cc2cc(=O)oc3cc(C)c(C(C)C)cc23)cc1OC	-0.1	-2	-1.8%	5	-2	-3	10	-19	-4
COc1ccc(C(C(=O)NC(C)(C)C)N(CCc2ccccc2)C(=O)CCC(=O)Nc2cc(C)on2)cc1 (configuration not stated)	2.4	-2	0.9%	6	-2	-4	4	-13	-4
CCCCN(C)CCOc1ccccc1OCC	-0.5	3	2.7%	-15	-8	-7	6	.	1
Cc1cc(-c2ccc(C(C)C)c(S(=O)(=O)N3CCN(c4ccccn4)CC3)c2)on1	-0.5	4	4.5%	7	3	-9	-3	7	3
O=C(CN1CCCCCCC1)N/N=C/c1ccc(F)c(F)c1	-0.5	3	-1.0%	9	2	-4	-8	-10	5
CCOC(=O)c1cc(C)sc1NC(=S)Nc1ccccc1	.	3	-0.2%	.	8	1	3	-7	1
COc1ccc2nc(NS(=O)(=O)c3ccc(NC(C)=O)cc3)sc2c1	0.1	1	0.0%	1	-2	13	16	3	4
COc1ccccc1N1CCN(/N=C/C=C\c2ccccc2[N+](=O)[O-])CC1	-2.6	2	-1.1%	0	-13	3	4	-16	-4
CC1CCCCN1CCNC(=O)c1ccc2c(c1)N(Cc1ccccc1)C(=O)c1ccccc1S2(=O)=O (configuration not stated)	1.1	14	-0.6%	-21	-3	-2	-6	-24	-7
Cc1ccc(C)c(S(=O)(=O)N/N=C/c2ccc(C(=O)O)cc2)c1	-0.4	5	1.2%	0	2	-1	-7	-1	-3
O=C(Nc1cccnc1)c1ccc([N+](=O)[O-])o1	-0.4	1	-1.5%	-6	-11	-3	-3	11	6
